Screens as filed in PubChem BioAssay.
K1F lysis inhibition: inhibition of K1F phage lysis, E. coli UTI89, bacterial capsule biogenesis inhibitors, alamar blue (AID 488966); E. coli UTI89 K1F phage lysis, alamar blue, 2 h; higher % means a stronger effect; 340,000 compounds, 0.02% hits; one-dose inhibition, % at 100 µM; IC50 in µM for titrated hits;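 active = phage lysis inhibition, versus mean bacterial control, above a set limit; inconclusive = no clear call, values can overlap the other calls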;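 note: capsule biogenesis inhibitors block K1F phage lysis so surviving cells raise fluorescence; higher fluorescence means more inhibition of phage lysis; actives were called in the ten point dose series up to 300 µM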
RSV CPE inhibition: RSV antiviral activity via CPE protection, HEp-2 cells, primary 10 µM value included (AID 2391); HEp-2 cells, RSV-induced CPE inhibition; higher % means a stronger effect; one-dose CPE inhibition, % at 10 µM; IC50 in µM for titrated hits; 310,000 compounds, 0.13% hits; in the data active = a potency from the dose series; inconclusive = CPE inhibition mostly from about 23% at the one dose, without a potency; inactive = the rest, 99 in 100 with CPE inhibition below about 21%; note: strong numbers were not always called active
T cell modulator: modulators of CD8 T cell-vesicle binding, primary screen, mouse 2C CD8+ T cells, flow cytometry; 2C CD8+ T cell-vesicle binding; hits give low values; calls only at 7 µM; 330,000 compounds, 0.068% hits; AID 2052, 2009;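 active = response, share of CD8 T cells binding vesicles, and their 90th percentile fluorescence all below set limits, cut at about 80% in these data, passing the limit was not always enough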
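Read-out – percent CD8+ FL2 mean versus row control · System – murine 2C transgenic CD8+ T lymphocytes · Times – 1.5 h cell–vesicle binding at 37 °C, then 20 min icy labelling · Control set – naked vesicles low, QL9 vesicles with vehicle high · Detection – cytometric PE anti-B7-1 and Alexa647 anti-CD8 signals after 1% paraformaldehyde fixation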
T cell modulator vesicle-bound %: further read-out of T cell modulator, marked with its call; double positive events, %; measured here: CD8+ vesicle-bound cell fraction;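 binding gate set so that unloaded-vesicle control wells show 10% double positive cells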
* marks the source's active call; other numbers are inactive results; i = inactive; u = inconclusive; [ ] = another dose, or the depositor's remark. Only part of the results is shown. The share of hits here may be higher or lower than overall.

SMILES	K1F lysis inhibition	RSV CPE inhibition	T cell modulator	T cell modulator vesicle-bound %
CC(=O)c1sc(NC(=O)c2oc3ccc(F)cc3c2C)nc1C	1.1%[50 µM]	2.0%	i	6
O=C(CSc1nnc(-c2ccncc2)o1)Nc1ccc(F)c(F)c1	0.9%[50 µM]	1.2%	i	30
COc1ccc(CNC(=O)C(C)N2C(=O)NC(c3ccccc3)(c3ccccc3)C2=O)cc1 (stereo not given)	0.3%[50 µM]	-0.3%	i	2
CC(=O)Oc1ccc(C(=O)Nc2cccc(C(=O)c3ccc(C)c(C)c3)c2)cc1	-1.5%[50 µM]	16%	i	34
COc1ccc(CCNC(=O)c2cccc(S(=O)(=O)N3CCCCCC3)c2)cc1	0.2%[50 µM]	3.6%	i	52
Cc1noc(C)c1C(=O)Nc1cccc(S(=O)(=O)N2CCCCC2)c1	0.5%[50 µM]	1.3%	i	38
Cn1c(-c2ccsc2)c(-c2cccs2)c2cc(-c3ccc4cc[nH]c4c3)ccc21	-0.8%	13%	i	39
Nc1nnc(SCC(=O)NNC(=O)c2ccc(F)cc2)s1	0.2%[50 µM]	-0.1%	i	51
CCCc1cc(=O)[nH]c(SC(C)C(=O)Nc2ccc3c(c2)OCCO3)n1 (stereo not given)	0.4%[50 µM]	1.1%	i	18
O=C(O)CCCc1ccc2c(c1)CCc1ccccc1-2	-0.9%	-3.6%	i	17
Cc1ccc(OCCNC(=O)c2ccc(NC(=O)CC3SC(N4CCCC4)=NC3=O)cc2)cc1 (stereo not given)	1.9%[50 µM]	3.5%	i	11
CCOc1ccc(NC(=O)CN(C)C(=O)c2c(-c3ccccc3Cl)noc2C)cc1OCC	0.9%[50 µM]	1.2%	i	60
COc1ccc(-c2nn(Cc3ccccc3)cc2C(=O)N2CCN(c3ncccn3)CC2)cc1OC	0.6%[50 µM]	-0.2%	i	45
CC(Oc1ccc(Br)cc1)C(=O)Nc1cc(S(=O)(=O)N2CCOCC2)ccc1N1CCCC1 (stereo not given)	0.6%[50 µM]	3.5%	i	26
O=C(Nc1ccc(F)cc1)C(c1ccccc1)N1CCN(CC(=O)N2CCOCC2)CC1 (stereo not given)	0.5%[50 µM]	-0.5%	i	56
COc1ccc(NS(=O)(=O)c2cccc(C(=O)NNC(=O)COc3ccccc3)c2)cc1	1.7%[50 µM]	-0.4%	i	15
COc1ccccc1OCCNC(=O)CSC(=S)N1CCCC1	1.4%[50 µM]	-1.8%	i	59
COc1ccc(NC(=O)CNc2cccc(S(=O)(=O)N3CCCCCC3)c2)c([N+](=O)[O-])c1	0.0%[50 µM]	11%	i	37
C=CCN1C(=O)c2ccc(C(=O)N(CCOC)c3c(N)n(CCCC)c(=O)[nH]c3=O)cc2C1=O	1.1%[50 µM]	1.6%	i	32
CN(C)S(=O)(=O)c1cccc(NC(=O)CN2C(=O)NC(Cc3ccccc3)C2=O)c1 (stereo not given)	0.4%[50 µM]	0.4%	i	33
Cc1cccc(C(=O)OCC(=O)NCc2ccco2)c1	0.5%[50 µM]	0.8%	i	45
O=[N+]([O-])c1ccc(S(=O)(=O)Nc2ccc(-c3ccc(N4CCOCC4)nn3)cc2)cc1	-1.6%[50 µM]	3.0%	i	15
O=C(COC(=O)Cc1ccsc1)Nc1cccc(Cl)c1	0.2%[50 µM]	0.6%	i	38
COc1ccccc1-c1ccc2nnc(SCC(=O)N3CCCC3)n2n1	0.6%[50 µM]	-1.6%	i	42
COc1ccc(CC(=O)Nc2ccc(S(=O)(=O)N3CCCC3)cc2)c(OC)c1	0.3%[50 µM]	2.9%	i	24

Next part
SMILES	K1F lysis inhibition	RSV CPE inhibition	T cell modulator	T cell modulator vesicle-bound %
COc1ccc(CNC(=O)c2ccc(S(=O)(=O)NCc3ccco3)cc2)cc1	0.8%[50 µM]	0.5%	i	28
CN(CC(=O)Nc1cccc(F)c1)C(=O)C1=COCCO1	1.1%[50 µM]	-1.1%	i	51
COC(=O)c1ccc(C)c(NC(=O)C2CC(=O)N(C3CCCC(C)C3C)C2)c1 (stereo not given)	-0.8%	2.3%	i	26
CCOc1ccc(NC(=O)CN(C)C(=O)c2cccnc2Sc2ccc(Cl)cc2)cc1OCC	0.1%[50 µM]	0.4%	i	18
COc1ccccc1CNC(=O)COC(=O)c1ccc2c(=O)n3c(nc2c1)CCCCC3	0.5%[50 µM]	0.4%	i	46
O=C(COC(=O)c1ccc2ccccc2n1)NC1CCCCC1	1.2%[50 µM]	3.4%	i	31
O=C(Nc1ccccc1)c1nc[nH]c1C(=O)N1CCN(c2ccccc2)CC1	0.5%	-0.6%	i	38
COC(=O)C(NC(=O)C(NC(=O)C1CCC(C)CC1)C(C)C)C(C)C (stereo not given)	-1.3%[50 µM]	-0.8%	i	27
O=C(Nc1ccccc1N1CCCCC1)C1CCN(S(=O)(=O)c2ccccc2C(F)(F)F)CC1	0.4%[50 µM]	20%	i	16
Cc1cc(C)cc(OCC(=O)OCC(=O)N(CC(C)C)c2c(N)n(Cc3ccccc3)c(=O)[nH]c2=O)c1	1.2%[50 µM]	-0.9%	i	64
O=C(C1CCN(S(=O)(=O)c2c(Cl)cccc2Cl)CC1)N1CCCCCCC1	-0.7%[50 µM]	-0.7%	i	19
Cc1ccc(NC(=O)c2ccc(C)c(S(=O)(=O)N3CCOCC3)c2)nc1	-1.3%	-0.8%	i	20
CSCCC(NC(=O)c1ccccc1Br)C(=O)NCC(c1ccco1)N1CCCCC1 (stereo not given)	1.3%[50 µM]	-1.5%	i	34
CC(CC(=O)N(C)c1c(N)n(Cc2ccccc2)c(=O)[nH]c1=O)c1ccccc1 (stereo not given)	1.1%[50 µM]	-1.1%	i	32
Cc1ccc(-c2c(C)sc3nc(CN4CCN(CC(=O)NC5CC5)CC4)[nH]c(=O)c23)cc1	0.9%[50 µM]	0.8%	i	30
COc1ccccc1S(=O)(=O)NCc1ccc(C(=O)NC(C)c2ccccn2)cc1 (stereo not given)	0.5%[50 µM]	0.7%	i	28
COc1ccc(COC(=O)c2cc(S(=O)(=O)N3CCCCC3)ccc2N2CCOCC2)cc1	0.1%[50 µM]	-0.6%	i	44
Cc1nn(CC(=O)NC2CCC(C)CC2)c(C)c1[N+](=O)[O-] (stereo not given)	0.5%[50 µM]	1.1%	i	26
CCOC(=O)c1oc2ccccc2c1COC(=O)CNC(=O)c1cc(OC)c(OC)c(OC)c1	1.1%[50 µM]	-0.7%	i	36
CCCc1ccc(C(=O)CN2C(=O)C(=O)N(C3CCCC3)C2=O)cc1	0.4%[50 µM]	0.3%	i	8
Cc1ccc(C(=O)C(C)OC(=O)CNC(=O)c2ccc(Br)o2)cc1 (stereo not given)	1.0%[50 µM]	-1.4%	i	43
COc1cc(OC)cc(C(=O)Nc2nc(CC(=O)NC(C)c3ccccc3)cs2)c1 (stereo not given)	-0.4%[50 µM]	-0.9%	i	8
CC(CCN1C(N(C)C)=NC[C@@H]1C)c1ccccc1 (stereo not given in full)	0.0%	0.4%	i	47
COc1ccccc1C(=O)NC(=O)CSc1nc(C)cs1	0.7%[50 µM]	0.6%	i	22
CCC1(c2ccccc2)NC(=O)N(CC(=O)Nc2cc(S(=O)(=O)N3CCCCC3)ccc2N(C)C)C1=O (stereo not given)	0.1%[50 µM]	1.4%	i	26

Further compounds
SMILES	K1F lysis inhibition	RSV CPE inhibition	T cell modulator	T cell modulator vesicle-bound %
COc1ccc(C(=O)COC(=O)CCN=C2NS(=O)(=O)c3ccccc32)c(OC)c1	0.5%[50 µM]	0.1%	i	33
Cc1cc(SCC(=O)NCC(c2cccs2)N2CCOCC2)c(C)cc1Br (stereo not given)	-0.4%[50 µM]	13%	i	37
CCn1c(CCC(N)=O)nnc1SCC(=O)c1cc(C)n(C2CC2)c1C	0.4%[50 µM]	0.5%	i	38
COc1ccccc1OCC(=O)NCc1n[nH]c(=O)c2ccccc12	1.0%[50 µM]	0.5%	i	58
COc1ccc(C(CNC(=O)c2ccco2)N2CCCC2)cc1 (stereo not given)	0.5%[50 µM]	0.6%	i	43
O=C1CC2(CCN(C(=O)c3cccc(Br)c3)CC2)Oc2ccccc21	-1.2%	7.2%	i	31
Cc1csc(=O)n1CC(=O)Nc1ccc(Cl)cc1F	0.8%[50 µM]	0.5%	i	35
Cc1nn(-c2cccc(Cl)c2)nc1C(=O)Nc1cccc(C(=O)NC2CC2)c1	1.1%[50 µM]	0.9%	i	39
Nc1nc(N)nc(-c2ccc(Cl)c(Cl)c2)n1	1.6%	11%	i	39
CC(Oc1cccc(Cl)c1)C(=O)Nc1ccccc1N1CCCC1 (stereo not given)	-0.3%[50 µM]	7.4%	i	22
Cc1cccc(NC(=O)CSCC(=O)Nc2cccc3ncccc23)c1	2.1%[50 µM]	0.8%	i	38
COC(=O)c1ccc(CNC(=O)c2ccc(S(=O)(=O)N3CCCC(C)C3)cc2)cc1 (stereo not given)	0.2%[50 µM]	0.3%	i	25
CSCCC(NC(=O)COc1ccccc1)C(=O)N(C)CC(=O)Nc1ccc(Cl)cc1 (stereo not given)	0.1%[50 µM]	2.8%	i	43
COc1ccc(CCN(C)C(=O)CCNS(=O)(=O)c2ccccc2C(F)(F)F)cc1OC	1.0%[50 µM]	-1.5%	i	14
CCOc1ccc(S(=O)(=O)NCCC(=O)NCC(C)(C)N2CCOCC2)cc1	1.3%[50 µM]	-1.6%	i	30
Cc1ccccc1OCC(=O)OCC(=O)Nc1ccc2c(c1)OCCO2	0.8%[50 µM]	-0.1%	i	18
CCCCC1CCC(C(=O)N(CCOC)c2c(N)n(CC(C)C)c(=O)[nH]c2=O)CC1 (stereo not given)	1.0%[50 µM]	0.0%	i	22
O=S(=O)(c1ccc(N2CCN(CCO)CC2)nc1)N1CCOCC1	0.1%[50 µM]	1.0%	i	17
CC1CCN(C(C)C(=O)Nc2cc(S(=O)(=O)N3CCCCC3)ccc2Cl)CC1 (stereo not given)	0.0%[50 µM]	1.4%	i	55
O=C(CSc1nc2[nH]c(=O)cc(O)c2s1)Nc1ccc(Cl)c(C(F)(F)F)c1	-0.6%[50 µM]	-1.6%	i	11
O=C(CCc1nc2ccccc2c(=O)[nH]1)NNC(=O)c1ccc(Cl)cc1	-0.4%[50 µM]	2.0%	i	33
CSCCC(NC(=O)c1ccccc1)C(=O)NCCCn1nc(C)cc1C (stereo not given)	0.5%[50 µM]	-0.1%	i	37
CCOc1ccc(OC(=O)c2ccc3c(=O)n4c(nc3c2)CCC4)cc1	-1.2%	-1.9%	i	36
Cc1ccc(S(=O)(=O)NCC(=O)OCC(=O)N(C)C2CCS(=O)(=O)C2)cc1 (stereo not given)	1.2%[50 µM]	0.0%	i	25
C=CCNc1nc(C(=O)OCC(=O)Nc2ccc(S(N)(=O)=O)cc2)cs1	0.1%[50 µM]	0.7%	i	26
CCNc1nc(C#N)nc2c1ncn2-c1cc(F)cc(F)c1	0.7%	0.8%	i	19
COc1ccc(N2CCN(C(=O)COC(=O)c3cccc(S(=O)(=O)Nc4ccccc4OC)c3)CC2)cc1	0.2%[50 µM]	u	i	13
CCOC(=O)c1ccccc1NC(=O)COC(=O)CCCOc1ccccc1	1.4%[50 µM]	0.1%	i	46
